HIF-2a block – HIF-2a reporter inhibitors, primary screen, luminescence, 786-0 RCC cells; 786-0 RCC cells HIF-2a reporter, luciferase luminescence, overnight; inhibition, % at 18.8 µM; 360,000 compounds, 0.72% hits; AID 624352, 2012;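 active = inhibition of the luminescence signal of 40% or more relative to plate controls, in a single-dose primary screen at 18.75 µM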
PDI turbidity – inhibitors of human PDI, primary screen, biochemical, turbidity, single point, plate reader. PDI insulin aggregation turbidity, A650, 90 min. AID 588391, 2011. Protein disulfide-isomerase (Homo sapiens), P07237. inhibition, % at 10 µM. 350,000 compounds, 0.052% hits;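 active = mean inhibition across replicates of 30% or more, whatever share of single replicates reach that level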;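 note: absorbance from insulin aggregation driven by PDI reduction with DTT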
Target sequence (P07237 whole entry, looked up): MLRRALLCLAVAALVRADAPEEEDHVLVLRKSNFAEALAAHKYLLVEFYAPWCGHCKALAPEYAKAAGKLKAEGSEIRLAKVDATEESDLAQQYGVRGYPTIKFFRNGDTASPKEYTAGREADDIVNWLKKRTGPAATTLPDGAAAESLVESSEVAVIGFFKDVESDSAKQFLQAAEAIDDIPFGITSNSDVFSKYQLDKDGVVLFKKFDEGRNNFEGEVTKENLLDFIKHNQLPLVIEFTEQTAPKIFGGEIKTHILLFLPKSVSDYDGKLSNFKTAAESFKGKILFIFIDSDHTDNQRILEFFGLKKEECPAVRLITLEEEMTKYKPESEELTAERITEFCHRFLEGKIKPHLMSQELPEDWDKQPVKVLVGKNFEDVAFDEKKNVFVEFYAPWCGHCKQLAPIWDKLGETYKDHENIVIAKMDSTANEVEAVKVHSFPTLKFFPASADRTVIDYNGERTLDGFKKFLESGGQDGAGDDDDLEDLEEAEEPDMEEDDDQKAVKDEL
Vif inh – HIV Vif self-association inhibitors, primary screen, imaging, HEK293T, single point. inhibition, % at 7.49 µM. AID 602346, 2012. 340,000 compounds, 0.35% hits. HEK293T cells, Vif self-association by quenched fluorescence, 24 h; in the data active = inhibition above about 50%, passing the limit was not always enough; note: some results filed as inactive read as strong as hits
Exocytosis inh – LAMP-1 surface exposure blockers, TALL-104 cells – cell-based, flow cytometry, MLPCN library, primary screen; TALL-104 LAMP-1 surface exposure; cells stimulated with thapsigargin and PMA; inhibition, % at 10 µM; 360,000 compounds, 0.66% hits;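 active = inhibition above about 55%, limit read from the data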
CaV13 ICDI inh – Disruptors of the CACNA1D IQ motif to Ca2+-dependent inactivation inhibitor domain association, primary screening, Förster resonance energy transfer in intact living …. inhibition, % at 12.3 µM. 340,000 compounds, 0.098% hits. HEK cells, CFP/YFP FRET ICDI-IQ, plate reader, 10 min; percent FRET-ratio fall versus neutral wells;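 active = mean replicate inhibition of at least 30% and at least 1% of replicates passing that level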;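 note: 0% = median of the neutral control wells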
NR2E3 ag-1 – NR2E3 agonists in two-hybrid cells, primary screen, cell-based, luminescence, CHO-S, Gal4-NCOR/VP16-NR2E3; Photoreceptor-specific nuclear receptor (Homo sapiens), Q9Y5X4; luciferase; inhibition of corepressor binding, % at 3.98 µM; 360,000 compounds, 0.35% hits; AID 602229, 2012;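 active = inhibition above the mean of all tested compounds plus 3 SD, cut at about 70% in these data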;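 note: 0% = DMSO with NR2E3 transfected cells and 100% = cells lacking NR2E3 construct; higher means lower luciferase signal from less NR2E3 corepressor binding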
Target sequence (Q9Y5X4 whole entry, looked up, the tested form may be a part): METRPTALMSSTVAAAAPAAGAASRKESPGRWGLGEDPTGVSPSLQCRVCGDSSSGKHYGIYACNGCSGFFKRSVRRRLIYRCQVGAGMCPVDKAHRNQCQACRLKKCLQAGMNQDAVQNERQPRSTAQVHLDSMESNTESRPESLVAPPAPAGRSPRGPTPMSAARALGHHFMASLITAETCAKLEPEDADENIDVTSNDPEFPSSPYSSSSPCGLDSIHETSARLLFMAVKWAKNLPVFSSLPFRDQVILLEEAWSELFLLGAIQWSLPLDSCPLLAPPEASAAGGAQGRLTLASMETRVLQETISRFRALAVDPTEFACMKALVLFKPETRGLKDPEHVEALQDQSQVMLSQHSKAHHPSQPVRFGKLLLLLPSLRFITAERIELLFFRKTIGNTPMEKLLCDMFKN
Peg3 prom inh – Peg3 promoter-driven luciferase inhibitors, primary screen, cell-based, HeLa, luciferase luminescence. 360,000 compounds, 1.7% hits. AID 588405, 2011. inhibition, % at 20 µM. HeLa PEG-Prom luciferase reporter, overnight;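 active = inhibition of at least 50% at 20 µM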
MITF TRPM1 inh – inhibitors of MITF-dependent TRPM1 promoter reporter, primary screen, cell-based, SK-MEL-5, single point, luciferase; 330,000 compounds, 0.83% hits; SK-MEL-5 TRPM1 promoter luciferase, 24 h; AID 488899, 2010; inhibition, % at 12.5 µM;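 active = mean inhibition across replicates of 60% or more, whatever share of single replicates reaches that level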; note: values of inactives mirror those of a sister screen read the other way
NR2E3 ag-2 – inhibitors of NR2E3-RetCOR corepressor binding, primary screen, NR2E3 agonist project, biochemical, TR-FRET, GST-NR2E3, biotin-RetCOR. Photoreceptor-specific nuclear receptor (Homo sapiens), Q9Y5X4. 1536-well. inhibition of corepressor binding, % at 4.78 µM. 320,000 compounds, 0.12% hits. AID 2300, 2010;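 active = percent inhibition above the cutoff of mean plus 3 SD of all tested compounds, set per screening campaign, cut at about 20% in these data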;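 note: 0% = DMSO wells and 100% = biotin wells as full block of FRET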
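System: GST-NR2E3 and biotin-RetCOR proteins; probe or stimulus: 7 nM biotin-RetCOR; doses: compound at 4.8 µM, single dose; schedule: Compound–protein incubation for 5 h at 4 °C; detection: time-resolved FRET; read-out: percent inhibition; controls: biotin wells as high control, 0.6% DMSO wells as low control; format: 1536-well plates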
aDG glyco act – activators of alpha-DG glycosylation, primary screen, uHTS, Pro5-aDG cells, AlphaScreen | alpha-DG glycosylation AlphaScreen (IIH6); 0% Pro5, 100% B10-LARGE cell signal | activation, % at 10 µM | 360,000 compounds, 0.22% hits;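 active = activation of at least 8% versus controls, or a plate z-score of at least 8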;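 note: Pro5 are CHO cells carrying HIG-tagged alpha-DG that lacks glycosylation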
hiPSC survival – enhancers of single-cell hiPSC survival, primary screen, ATPlite luminescence. 100% = ROCK inhibitor wells, 0% = DMSO. survival enhancement, % at 20 µM. 360,000 compounds, 0.044% hits. AID 602274, 2012; in the data active = survival enhancement above about 18%;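 note: cells exposed to compounds for 16 hours before the ATP read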
An asterisk follows results filed as active; / = no result given; & = joins results of further samples.

SMILES	HIF-2a block	PDI turbidity	Vif inh	Exocytosis inh	CaV13 ICDI inh	NR2E3 ag-1	Peg3 prom inh	MITF TRPM1 inh	NR2E3 ag-2	aDG glyco act	hiPSC survival
COc1ccc(-n2nc(C(=O)NCC(=O)NCCC3=CCCCC3)c3ccccc3c2=O)cc1OC	17.4	5.3	-11.2	0.5	-3.0	-23.9	12.3	2.8	1.5	-0.3	-0.3
CCN(C(=O)COC(=O)c1c2c(nc3ccccc13)CCC2)c1c(N)n(Cc2ccccc2)c(=O)[nH]c1=O	23.0	-4.3	2.4	-0.8	-5.3	-0.2	13.1	13.1	/	-0.1	1.0
COc1ccccc1NC(=O)CSc1nc2sc(C)c(C)c2c(=O)n1C	4.2	8.7	-0.4	59.7*	-1.7	-18.8	-19.8	-3.1	-1.4	1.6	-0.6
CSc1ccccc1OCc1cc(C(=O)NC2CCOC2)no1 (stereo unspecified)	-151.0	-6.6	0.8	-0.9	-2.9	-66.2	-157.2	-39.5	-0.2	-0.4	1.0
O=S1(=O)CCN2C=Nc3sc4c(c3C2=N1)CCCC4	18.1	1.8	8.9	-1.9	1.0	-16.4	-1.0	1.3	1.6	-0.3	-1.7
COc1ccc(NC(=O)c2ccccc2C)cc1	-172.7	-1.2	28.5	-2.7	-20.0	-99.9	-141.6	-61.9	2.9	-0.1	-0.6
CCN1CCN(CC(O)COc2ccc(C)c(C)c2)CC1 (stereo unspecified)	4.9&5.1	-8.3&-0.6	5.4&0.7	14.5&-3.1	-10.1&-4.5	-21.1&-9.7	2.8&5.3	2.3&6.6	2.5	0.7&0.0	-1.6&-2.7
COC(=O)c1ccccc1NC(=O)c1ccc(-c2cccc(Cl)c2)o1	13.1	-2.5	-3.0	-0.6	-5.6	-70.4	8.1	-28.1	4.2	-0.2	8.4
CCOC(=O)C1CCN(C(C(=O)NC2CCCC2)c2ccc(C)cc2)CC1 (stereo unspecified)	-8.6	-3.2	4.5	-4.5	-5.4	-13.1	-7.1	/	2.8	0.1	0.1
COc1ccc(C)cc1NS(=O)(=O)c1ccc2c(c1)n(C)c(=O)n2C	15.1	-0.8	19.3	0.6	-4.5	-22.7	14.0	-3.1	0.3	0.0	1.4
O=C(CSc1nc2ccccc2c(=O)n1-c1ccc(OC(F)F)cc1)NCc1cccs1	19.3	2.4	-3.2	12.4	-3.0	-25.4	29.1	-8.6	-3.4	0.3	0.0
CN(C)/C=C(/C(=O)c1ccc(Cl)cc1)S(=O)(=O)c1ccc(Cl)cc1	15.3	2.7	4.4	0.4	-6.0	6.4	4.2	-8.8	-2.7	-0.2	5.0
CC(=O)c1cccc(NC(=O)c2sc3nc4n(c(=O)c3c2C)CCCCC4)c1	-92.5	13.3	-4.7	1.3	-7.7	-33.2	-10.5	-23.6	2.1	0.5	0.5
Cc1ncc(CO)c(/C=N/NC(=S)Nc2ccc(F)cc2)c1O	12.6	10.2	5.1	3.6	-16.9	-2.4	18.2	11.3	-3.1	-0.3	0.3
CCOC(=O)N1CCN(S(=O)(=O)N2CCCC(C(=O)NCc3ccccc3OC)C2)CC1 (stereo unspecified)	6.1	-4.1	9.6	-10.5	-13.1	-7.2	10.8	-3.9	-1.0	1.3	3.2
CCc1cc2c(Sc3nc4ccccc4s3)ncnc2s1	-4.9	-2.7	89.0*	-9.7	-4.4	2.0	14.9	16.1	-0.4	0.3	-7.5
CC1CN(c2ccccc2)NC1=O (stereo unspecified)	6.3	1.2	8.8	-1.6	5.5	-56.4	-4.5	4.2	-1.5	0.1	-0.3
CCc1ccc(O)c(-c2cc(C(=O)Nc3cccnc3)[nH]n2)c1	-349.4	0.2	-0.2	-4.2	-5.7	23.4	-333.7	-112.6	-2.6	-0.1	-0.4
COc1cccc(N2CCN(C(=O)Nc3ccccc3Cl)CC2)c1	-21.7	9.4	-2.1	-2.0	3.3	-34.4	-23.5	-9.0	3.3	0.0	1.6
CCOC(=O)N1CCN(C(=O)c2ccc(N3C(=O)CCC3=O)cc2)CC1	8.8	8.6	20.7	1.4	-1.3	13.8	7.2	-2.9	1.7	0.0	-1.4
CCN(Cc1ccccc1)C(c1cccc(C#N)c1)c1nnnn1C(C)(C)C (stereo unspecified)	6.5	-4.8	-11.3	9.3	-8.0	-2.1	25.7	-3.6	3.7	0.2	-0.4
O=C(c1ccco1)N1CCCC(N2CCN(c3ccccc3F)CC2)C1 (stereo unspecified)	-14.7	2.2	-7.8	1.9	-11.3	-11.0	-4.0	-8.5	3.7	0.1	-0.3
COC(=O)C1=C(C(=O)OC)[C@@H]2N(C)c3ccccc3[C@@]23C[C@@H](C(=O)OC)N(C(=O)c2cc(C)oc2C)C3=N1	-1.4	-2.3	/	0.1	/	-3.0	0.9	6.8	-4.5	-0.1	3.6
CC1CC(C)CN(S(=O)(=O)N2CCCC(C(=O)NC(C)c3ccccc3)C2)C1 (stereo unspecified)	9.3	-3.4	3.7	-1.2	-2.2	-21.6	6.6	-2.9	-3.4	1.3	-0.4
Cc1ccc(NC2(C#N)C(=O)Nc3ccccc32)cc1C (stereo unspecified)	7.0	1.5	-3.3	-0.2	-2.1	-8.4	4.0	-0.4	-0.3	0.2	-0.3
Other entries:
SMILES	HIF-2a block	PDI turbidity	Vif inh	Exocytosis inh	CaV13 ICDI inh	NR2E3 ag-1	Peg3 prom inh	MITF TRPM1 inh	NR2E3 ag-2	aDG glyco act	hiPSC survival
O=C(NNC(=O)C12CC3CC(CC(O)(C3)C1)C2)c1ccccc1O	2.5	-1.7	-11.2	0.7	/	7.6	5.9	3.1	1.0	0.3	-0.1
COc1ccc2c(CC(=O)O)cc(=O)oc2c1	8.6	-5.0	-11.8	-1.0	5.2	-10.1	-7.8	-7.4	-0.6	-0.1	-0.5
O=[N+]([O-])c1ccccc1-c1ccc(C(=S)N2CCN(c3ccccc3)CC2)o1	-16.2	3.3	3.9	-4.7	-14.6	-3.3	9.0	12.6	1.4	-0.2	-0.1
COc1ccccc1CC(=O)c1ccccc1OC	-8.7	-0.2	18.2	-7.7	0.0	-16.6	-2.3	7.5	/	0.5	-3.5
CCOC(=O)CSc1nc2sc3c(c2c(=O)n1-c1ccccc1)CCN(C)C3	9.2	-2.6	25.6	-5.5	-5.1	-20.3	7.2	-4.6	4.4	-0.1	-0.4
CC1Sc2ccc(S(=O)(=O)NCCc3ccccc3)cc2NC1=O (stereo unspecified)	9.5	-7.6	-4.0	-5.1	-1.8	35.8	-3.8	-16.2	3.5	-0.2	0.7
Cn1ccc(C(=O)N/N=C/c2cccnc2)n1	6.4	0.0	1.4	-8.3	-3.1	-3.2	3.8	7.1	-6.5	-0.1	-0.3
CCOC(=O)N1CCN(C(=O)COc2ccc3oc4c(c3c2)CCCC4)CC1	9.8	0.0	-13.2	0.1	-7.0	-0.2	8.4	8.5	-0.8	-0.1	-0.4
Cc1ccc(NC(=O)c2cccc(NC3=NC4CS(=O)(=O)CC4S3)c2)cc1 (stereo unspecified)	-10.1	/	0.1	-2.2	-4.9	-42.7	-9.7	/	1.4	0.1	-1.1
CC(=O)NC(Nc1nc2c(s1)CCCC2)(C(F)(F)F)C(F)(F)F	-7.5	4.3	9.0	3.3	-3.2	-21.8	8.6	4.8	-2.9	0.0	3.3
CN1CCN(Cc2coc3c(Cl)cc(Cl)cc3c2=O)CC1	17.4	2.0	-1.6	-11.2	-1.7	-26.5	16.9	-3.3	1.7	0.1	-0.6
COc1ccc(C(=O)C2CCCN(Cc3sc(N4CCCC4)nc3Cl)C2)c(OC)c1 (stereo unspecified)	19.5	-0.9	-3.1	-7.1	-6.9	3.9	33.0	15.2	-0.1	0.5	1.5
COc1ccc(C2(C(=O)Nc3ccc(C)cc3)CCOCC2)cc1	18.4	-0.4	1.6	-8.2	-6.5	-1.3	9.1	6.7	0.5	-0.3	0.6
COc1ccc(-c2csc(N3CCOCC3)n2)cc1OC	-188.9	-11.2	5.4	-0.7	-6.6	-71.0	-208.9	-73.4	-6.1	3.1	-1.1
COc1ccccc1NS(=O)(=O)c1cccc(NC(=O)c2cncc(Br)c2)c1	21.7	1.7	-34.5	3.9	-5.6	15.4	30.9	-10.5	/	0.6	-1.9
Cc1cc(C)n(C(=O)CNC(=O)c2ccc(C(C)(C)C)cc2)n1	-85.4	-2.1	-5.5	-6.3	-6.1	-8.1	-60.5	-19.6	2.2	0.3	-0.4
Cc1nnc(N)nc1C	8.8	-3.9	0.1	-1.6	-1.7	-17.6	-7.2	-14.1	-1.9	0.1	-3.4
COc1ccc(-c2coc3cc(O)c(OC)cc3c2=O)cc1	-199.0	-1.0	-1.7	-11.6	-10.6	-119.1	-268.6	-66.9	-0.6	0.2	-3.0
O=C(Nc1ccc(Cl)cc1)Nc1ccc(S(=O)(=O)Nc2ncccn2)cc1	3.3	-1.9	0.2	-4.1	-4.9	6.4	-13.6	0.3	-1.6	-0.3	-0.2
COc1ccccc1CCC(=O)N(C)CC(=O)Nc1ccc(F)cc1	18.5	-6.1	-1.2	-4.0	-2.2	-1.7	13.2	-2.8	-1.8	0.2	0.4
Cc1cccc(C#Cc2ccccc2)n1	-284.2	-3.0	-10.5	-5.1	-5.0	-48.7	-273.0	-80.2	5.5	0.1	-1.7
O=C(Nc1nc(-c2cccnc2)cs1)c1ccccc1F	-233.3	5.1	19.8	6.7	-6.4	-83.5	-127.8	-72.0	-4.8	0.0	4.2
COC(=O)c1ccc(Cn2c(O)c(N=NC(N)=S)c3ccccc32)o1	15.1	6.0	-0.2	-4.3	-6.0	-14.8	18.1	-6.7	1.1	0.2	0.2
Cc1ccc2nc(SCC(=O)Nc3cccc4ccccc34)nc(=O)n2c1	-2.0	8.5	-9.2	-2.1	-6.0	25.9	-10.6	0.7	0.5	0.0	1.0

Full records from above. Order of values: HIF-2a block	PDI turbidity	Vif inh	Exocytosis inh	CaV13 ICDI inh	NR2E3 ag-1	Peg3 prom inh	MITF TRPM1 inh	NR2E3 ag-2	aDG glyco act	hiPSC survival
`COc1ccccc1NS(=O)(=O)c1cccc(NC(=O)c2cncc(Br)c2)c1` reads 21.7	1.7	-34.5	3.9	-5.6	15.4	30.9	-10.5	/	0.6	-1.9
`O=S1(=O)CCN2C=Nc3sc4c(c3C2=N1)CCCC4` reads 18.1	1.8	8.9	-1.9	1.0	-16.4	-1.0	1.3	1.6	-0.3	-1.7
`CN(C)/C=C(/C(=O)c1ccc(Cl)cc1)S(=O)(=O)c1ccc(Cl)cc1` reads 15.3	2.7	4.4	0.4	-6.0	6.4	4.2	-8.8	-2.7	-0.2	5.0

Screening data: PubChem, several laboratories
